Screens deposited in PubChem BioAssay by several laboratories.
Neddyl block = inhibitors of human cullin neddylation. P61081+Q13564. TR-FRET cullin neddylation, biochemical. calls only at 25 µM. 360,000 compounds, 0.58% hits; in the data active means inhibition above about 36%
Rin1-Abl PPI inh = human Rin1-Abl interaction inhibition; P00519+Q13671; TR-FRET Rin1/Abl binding, biochemical; inhibition, % at 7.35 µM; 360,000 compounds, 0.4% hits; in the data active means inhibition above about 5%, passing the limit was not always enough
FAS TE block = inhibitors of human fatty acid synthase thioesterase domain | recombinant FAS-TE, OMFH fluorogenic substrate, fluorescence endpoint | inhibition, % at 15 µM | 360,000 compounds, 0.67% hits | AID 602261 | P49327;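 active means compounds whose normalised, plate-corrected inhibition of enzyme fluorescence in the single-dose primary screen is 50% or more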;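 further: 0% = DMSO with enzyme and 100% = substrate without enzyme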
Target sequence (P49327 whole entry, looked up, the tested form may be a part): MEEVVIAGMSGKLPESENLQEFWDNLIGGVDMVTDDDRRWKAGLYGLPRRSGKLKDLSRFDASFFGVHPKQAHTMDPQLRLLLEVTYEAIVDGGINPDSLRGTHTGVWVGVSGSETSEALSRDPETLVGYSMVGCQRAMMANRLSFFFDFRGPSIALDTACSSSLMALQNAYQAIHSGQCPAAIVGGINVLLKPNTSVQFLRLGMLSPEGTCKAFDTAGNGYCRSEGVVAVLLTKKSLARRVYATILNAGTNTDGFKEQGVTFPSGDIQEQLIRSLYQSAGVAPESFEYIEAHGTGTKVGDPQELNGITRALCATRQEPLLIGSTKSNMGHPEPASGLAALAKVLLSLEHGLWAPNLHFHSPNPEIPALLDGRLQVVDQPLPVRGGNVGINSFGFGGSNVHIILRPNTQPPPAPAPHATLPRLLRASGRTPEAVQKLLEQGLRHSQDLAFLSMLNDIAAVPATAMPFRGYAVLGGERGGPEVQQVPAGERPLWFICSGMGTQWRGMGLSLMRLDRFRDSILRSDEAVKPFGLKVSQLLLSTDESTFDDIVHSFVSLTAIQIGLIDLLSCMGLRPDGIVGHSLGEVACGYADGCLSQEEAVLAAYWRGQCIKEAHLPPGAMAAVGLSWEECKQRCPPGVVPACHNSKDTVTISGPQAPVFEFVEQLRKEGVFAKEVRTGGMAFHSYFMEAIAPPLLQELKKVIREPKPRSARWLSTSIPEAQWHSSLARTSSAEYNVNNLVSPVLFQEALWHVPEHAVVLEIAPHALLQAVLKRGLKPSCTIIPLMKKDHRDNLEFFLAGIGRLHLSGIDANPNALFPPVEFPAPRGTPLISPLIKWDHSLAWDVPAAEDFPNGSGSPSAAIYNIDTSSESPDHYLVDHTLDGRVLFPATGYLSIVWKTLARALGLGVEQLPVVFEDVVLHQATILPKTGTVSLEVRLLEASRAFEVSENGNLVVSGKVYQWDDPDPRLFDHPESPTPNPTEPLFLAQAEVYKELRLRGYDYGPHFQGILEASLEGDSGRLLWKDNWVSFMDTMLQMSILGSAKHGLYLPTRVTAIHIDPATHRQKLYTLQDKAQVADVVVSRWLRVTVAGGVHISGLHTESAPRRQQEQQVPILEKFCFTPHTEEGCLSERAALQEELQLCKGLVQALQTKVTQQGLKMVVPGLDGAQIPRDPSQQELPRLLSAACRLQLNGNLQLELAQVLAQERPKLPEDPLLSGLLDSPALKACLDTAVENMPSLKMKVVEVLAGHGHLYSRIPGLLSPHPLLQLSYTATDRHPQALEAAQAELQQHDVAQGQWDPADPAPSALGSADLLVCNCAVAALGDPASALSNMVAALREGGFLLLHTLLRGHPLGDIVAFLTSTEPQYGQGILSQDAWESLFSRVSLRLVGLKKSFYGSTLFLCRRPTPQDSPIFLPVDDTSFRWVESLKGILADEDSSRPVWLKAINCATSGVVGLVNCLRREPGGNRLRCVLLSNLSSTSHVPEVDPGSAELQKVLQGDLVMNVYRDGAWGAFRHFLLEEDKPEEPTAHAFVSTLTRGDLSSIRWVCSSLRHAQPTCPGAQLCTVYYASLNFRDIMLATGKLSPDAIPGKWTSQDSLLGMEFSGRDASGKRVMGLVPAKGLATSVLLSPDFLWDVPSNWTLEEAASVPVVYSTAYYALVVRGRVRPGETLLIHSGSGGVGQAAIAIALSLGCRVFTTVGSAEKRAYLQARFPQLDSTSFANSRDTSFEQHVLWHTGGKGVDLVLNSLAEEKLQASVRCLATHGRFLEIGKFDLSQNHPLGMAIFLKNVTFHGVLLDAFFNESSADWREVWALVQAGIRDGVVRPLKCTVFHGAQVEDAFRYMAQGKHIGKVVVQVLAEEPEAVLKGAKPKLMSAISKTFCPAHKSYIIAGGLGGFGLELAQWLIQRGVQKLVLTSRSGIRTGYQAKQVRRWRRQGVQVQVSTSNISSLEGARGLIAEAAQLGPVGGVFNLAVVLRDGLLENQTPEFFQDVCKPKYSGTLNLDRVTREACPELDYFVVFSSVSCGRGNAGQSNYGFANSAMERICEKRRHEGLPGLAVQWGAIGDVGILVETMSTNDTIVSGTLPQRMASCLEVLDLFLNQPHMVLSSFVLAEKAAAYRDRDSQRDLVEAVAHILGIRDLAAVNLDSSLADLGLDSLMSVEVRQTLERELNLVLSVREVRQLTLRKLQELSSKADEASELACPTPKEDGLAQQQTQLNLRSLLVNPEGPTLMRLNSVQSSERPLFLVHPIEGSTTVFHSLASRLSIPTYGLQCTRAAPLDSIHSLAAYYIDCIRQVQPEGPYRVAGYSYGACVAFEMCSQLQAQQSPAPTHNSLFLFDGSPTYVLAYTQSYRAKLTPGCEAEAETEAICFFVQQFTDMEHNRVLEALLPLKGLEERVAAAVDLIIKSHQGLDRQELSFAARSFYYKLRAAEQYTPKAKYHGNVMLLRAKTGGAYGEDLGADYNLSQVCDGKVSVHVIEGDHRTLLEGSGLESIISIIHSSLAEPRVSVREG
MsrA inh = inhibitors of bovine MsrA. purified bovine MsrA, absorbance read-out. inhibition, % at 15.5 µM. 360,000 compounds, 0.75% hits. AID 651718; in the data active means inhibition above about 4.5%;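 further: 0% = vehicle wells with enzyme and 100% = reference inhibitor wells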
MsrA act = bovine methionine sulfoxide reductase A activation. purified bovine MsrA, absorbance read-out. activation, % at 10.6 µM. 360,000 compounds, 0.3% hits; in the data active means activation above about 7.5%;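 further: 0% = vehicle and 100% = reference activator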
E coli Lon inh = inhibits E. coli Lon protease; P0A9M0; purified E. coli Lon protease, fluorescence polarization; inhibition, % at 7.94 µM; 360,000 compounds, 0.42% hits; AID 602123; in the data active means inhibition above about 13%, passing the limit was not always enough;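 further: 0% = enzyme with probe and DMSO and 100% = no enzyme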
SKN-1 block = C. elegans SKN-1 inhibition. C. elegans VP596 Pgst-4::GFP/RFP ratio, acrylamide-induced, 24 h. inhibition, % at 21.8 µM. 360,000 compounds, 0.49% hits;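 active means interference check ratio from 0.5 to 1.5 plus GFP to RFP signal ratio inhibition reaching or exceeding a fixed threshold, cut at about 30% in these data, passing the limit was not always enough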; further: some compounds called inactive have numbers as strong as hits
MT1-MMP act inh = blocks activation of human MT1-MMP | HT1080 RFP-PRO-GFP cells, GFP/RFP ratio fluorescence, overnight; percent of plate control window, DMSO zero | GFP/RFP ratio change, % at 20 µM | 360,000 compounds, 0.061% hits;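 active means GFP/RFP ratio change of at least 30% with cell ATP level not reduced by more than half and red fluorescence within 50% of control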; further: strong numbers were not always called active
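Read-out: GFP/RFP fluorescence ratio; Test system: RFP-PRO-GFP reporter HT1080 cells; Compound dosing: single-point 20 µM compound, 1% DMSO; Times: overnight compound exposure at 37 °C.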
CendR NRP1 mod = alters CendR peptide binding to human NRP-1; O14786; FAM-RPARPAR peptide binding to NRP-1, fluorescence polarization; inhibition, % at 25 µM; 360,000 compounds, 0.85% hits; AID 602438;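 active means inhibition or corrected inhibition above about 18%, plus a signal ratio from 0.5 to 1.5, limit read from the data, passing the limit was not always enough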; further: strong numbers were not always called active
An asterisk follows results filed as active; i = inactive; · = no result given; & = joins results of further samples.

compound	MsrA inh	MT1-MMP act inh	Rin1-Abl PPI inh	SKN-1 block	MsrA act	FAS TE block	Neddyl block	CendR NRP1 mod	E coli Lon inh
COC(=O)C1=C(c2ccc(S(C)(=O)=O)cc2)C[C@@H]2CC[C@H]1N2C(=O)N1CCC(O)CC1	0.1	-3	2	-6	-4	-9	i	16	-3
O=C(c1cn(Cc2ccccc2F)c2ncccc12)C(F)(F)F	-0.6	0	0	14	-4	16	i	1	-1
O=C1CCN(C(=O)C(Cl)Cl)N1	-0.9	0	3	0	-6	-6	i	12	-8
O=C1NC(=O)C(=Cc2ccc(-c3ccc(F)cc3O)o2)C(=O)N1	-0.1	-26	0	10	-10	-9	i	-37	-115
Cc1cccc(OCC(=O)N2CCN(Cc3ccc4c(c3)OCO4)CC2)c1	-0.2	-1	3	14	-10	0	i	4	-11
O=C1NC(=O)C(=CCc2ccccc2)C(=O)N1	-1.1	-1	-2	21	-2	-6	i	-14	-6
CCC(=NCCCn1ccnc1)c1c(O)n(-c2ccccc2)c(=O)[nH]c1=O	0.0	1	-5	-2	-3	-4	i	-7	7
CC(C)Cc1nc(N2CCNCC2)c(C#N)c2c1CCC2	-1.7	-8	0	-6	-5	-3	i	6	12
COC1=C(C)C(=O)O[C@]12C(=O)C(C)=C1CCCCN3[C@H]([C@@H]4C[C@H](C)C(=O)O4)CC[C@]132	-0.5	-4	0	7	-3	-12	i	15	8
CN1CCN2c3ccc(N)cc3CC3(C(=O)NC(=O)NC3=O)C2C1 (stereo unspecified)	-0.3	-1	0	-2	-4	2	i	-1	-6
COc1ccc(OC)c(CNCCc2ccc(OC)c(OC)c2)c1	-1.6	-3	3	-7	-13	-2	i	1	3
CN(C)C(=O)Oc1ccc(OCc2n(C)c3ccccc3[n+]2C)cc1	-0.8	-3	1	-2	-12	-7	i	-2	-4
CC(=O)/C=C/c1ccccc1	-0.5	3	0	2	0	-4	i	14	-5
CCOC(=O)C1(c2ccccc2)CCN(CCc2ccc(NC(=O)CCC(=O)O)cc2)CC1	-0.6	5	0	-10	-2	-11	i	7	-1
O=c1[nH]c(=O)n(CCC2=CCCCC2)c(O)c1/C=N/N1CCOCC1	-1.3	0	-4	-6	-3	-5	i	-18	0
C[C@H](N)CN1CCc2ccc(Br)cc21	2.6	-5	-1	-15	-1	-1	i	11	-7
C=CC1CN2CCC1CC2c1[nH]c2ccccc2c1CCO (stereo unspecified)	0.0	2	-2	-1	-6	-14	i	3	1
CC(=NCCCO)c1c(O)[nH]c(=O)[nH]c1=O	0.1	-1	2	3	-3	-6	i	14	0
C=C1C(=O)O[C@@H]2C[C@@H](C)[C@@H]3C4OC4C(=O)[C@@]3(C)[C@@H](O)[C@H]12 (stereo partly specified)	0.1	10	4	6	-11	-18	i	-7	-3
COC(=O)C1=C(c2ccc(-c3ccccc3)c(F)c2)C[C@@H]2CC[C@H]1N2C(=O)NCC1CC1	-0.4	18	2	-10	-7	13	i	2	10
CCCCn1c(O)c(C(CC)=NCc2ccco2)c(=O)[nH]c1=O	-0.2	1	1	6	-2	-2	i	12	1
CCCCn1c(O)c(C(C)=NCCCn2ccnc2)c(=O)[nH]c1=O	0.1	-1	0	-7	-1	-10	i	-16	-7
COc1ccc(CN2C(=O)NC(=O)/C(=C\c3cc(OC)c(OC)c(OC)c3)C2=O)cc1	-0.3	0	3	1	-11	-6	i	-14	-19
CC(=O)NCC1=C(c2ccc3ccccc3c2)C[C@@H]2CC[C@H]1N2Cc1ccco1	-0.3	0	-3	-6	1	-7	i	-3	2
CC(=NCC1CCCO1)c1c(O)n(C)c(=O)n(C)c1=O (stereo unspecified)	0.0	1	-2	8	-2	-6	i	-7	6
COC(=O)C1=C(c2cccc(OCc3ccccc3)c2)C[C@@H]2CC[C@H]1N2C(=O)NCc1ccccc1	-0.5	2	0	15	0	12	i	8	0
CCC(c1nnnn1C(C)(C)C)N1CCC2(CC1)C(=O)NCN2c1ccccc1 (stereo unspecified)	-0.2	3	1	10	-4	-10	i	30*	5
COc1cc(CCN)ccc1O	-0.1	2	0	21	2	-1	i	-5	-4
CCC(=NCc1ccco1)c1c(O)n(-c2ccc(C)cc2)c(=O)[nH]c1=O	0.3	0	2	14	0	-8	i	-1	0
CC1(C)CC2(CCO1)NCCN1C(=O)CSC12 (stereo unspecified)	-0.3	-1	1	8	-11	-10	i	1	-3
O=C(c1ccc(Cl)cc1)C1CCCN(Cc2cccc3cccnc23)C1 (stereo unspecified)	1.4	-5	0	-14	-2	2	i	-5	-4
COC(=O)C1=C(c2ccc(OC(F)(F)F)cc2)C[C@@H]2CC[C@H]1N2C(=O)NC1CC1	-0.3	4	0	4	-1	-8	i	-6	0
CCCCn1c(=O)c(C(=O)Nc2ccc(C)cn2)c(O)c2ccccc21	·	3	1	13	-6	2	i	-5	-3
Cc1cc(/C=C2\C(=O)NC(=O)N(c3ccc(Br)cc3)C2=O)c(C)n1-c1cc(C(=O)O)cc(C(=O)O)c1	1.2	-13	2	17	-2	-5	i	-136	-63
COc1ccc2oc3c(c2c1)NC(=O)CN=C3c1ccccc1	1.5	-1	-3	0	-1	0	i	7	-2
O=P(Nc1cccc(F)c1)(Oc1ccccc1F)Oc1ccccc1F	-1.1	-1	3	3	1	31	i	-3	13
CCN(CC)c1ccc(CNCCc2ccc(F)cc2)cc1	-0.5	1	0	2	-6	-1	i	-14	-1
O=c1[nH]c(=O)n(C2CCCCCC2)c(O)c1C=NCCCN1CCOCC1	1.2	0	1	1	-10	-5	i	0	-6
C[C@]12CCC3C(CC[C@H]4C[C@H](O)CC[C@]34C)C1C[C@@H](CCCCl)[C@@H]2O (stereo partly specified)	-0.9	6	-2	4	4	16	i	1	-1
Cc1cnc(NC(=O)CN2CCCCC2)s1	0.9	-1	-3	13	-3	-7	i	3	-4
N#CCN1CCN(c2ccc(C(F)(F)F)cc2)CC1	-0.5	5	3	5	-3	-9	i	2	9
Cc1c(C(=O)N2CCC3(CC2)OCCO3)oc2ccccc12	0.8	6	0	5	-3	-7	i	-4	-11
COc1cc(C(=O)N/N=C/C23CC[C@@H](O)CC2(O)CC[C@@H]2[C@@H]3CCC3(C)C(C4=CC(=O)OC4)CCC23O)ccc1O (stereo partly specified)	-0.3	2	-3	7	-3	-3	i	-4	12
O=C(COC(=O)Cc1ccccc1)NCCNC(=O)COC(=O)Cc1ccccc1	2.6	4	-2	17	-5	-2	i	-6	-2
CN(C)CC#CCC(O)(c1ccccc1)C1CCCC1 (stereo unspecified)	1.4	-1	-1	-29	-1	-9	i	1	7
CN=C(SCc1ccccc1)c1c(O)n(C)c(=O)n(C)c1=O	1.2	4	-1	-12	-2	-8	i	4	5
O=C(c1ccc(CS(=O)(=O)c2ccccc2)o1)N1CCC2(CC1)OCCO2	-1.4	11	-1	-1	3	-4	i	-8	-12
COc1ccc(-n2c(O)c(C(C)=NCCCn3ccnc3)c(=O)[nH]c2=O)cc1	1.0	-3	1	-6	-8	-8	i	0	-10
O=C1NC(=S)NC(=O)C1c1ccccc1	0.7	-2	3	12	-7	-2	i	9	16
CCCc1nnc(NC(=O)CCC(=O)N2CCC3(CC2)OCCO3)s1	0.2	1	0	-1	7	-4	i	9	-4

Following part:
compound	MsrA inh	MT1-MMP act inh	Rin1-Abl PPI inh	SKN-1 block	MsrA act	FAS TE block	Neddyl block	CendR NRP1 mod	E coli Lon inh
CC1CCCC(NC(=O)COC(=O)c2cn(C)c3ccccc23)C1C (stereo unspecified)	0.5	0	1	-2	-2	5	i	-7	1
O=P(Oc1ccc(Cl)cc1)(N1CC1)N1CC1	0.0	0	1	-3	-1	-9	i	-9	-12
COc1cccc(Oc2coc3cc(OC(=O)N(C)C)ccc3c2=O)c1	-1.0	12	2	-10	-7	-3	i	-9	8
COc1ccc(-c2nn(CCC#N)cc2C(=O)NCc2ccccc2)cc1OC	-0.5	-2	0	12	0	-6	i	-3	-3
CCN(CC)C(=O)c1ccc(NC(=O)COc2ccccc2F)cc1	-0.2	2	-2	-8	-9	-8	i	8	-6
C[C@H](NC(=O)N1C[C@H]2C[C@@H](C1)c1cccc(=O)n1C2)C(=O)Nc1ccc(F)c(F)c1	-0.5	0	-2	2	-3	-3	i	4	-5
C=CCn1c(O)c(C=NCCCn2ccnc2)c(=O)[nH]c1=O	-0.7	-3	2	5	-1	-3	i	-1	-2
Cc1ccccc1-n1c(O)c(/C=N/c2nccs2)c(=O)[nH]c1=O	-1.7&1.4	-9&0	4&-1	8&1	0&-2	-7&-3	i	-27&-48	-9&-1
Cc1cccc(C)c1-n1nnnc1C(c1ccnc2ccccc12)N1CCC2(CC1)C(=O)NCN2c1ccccc1 (stereo unspecified)	0.0	1	-1	15	-2	28	i	0	0
C=CCn1c(O)c(C(C)=NCCC(c2ccccc2)c2ccccc2)c(=O)[nH]c1=O	-0.7	-1	1	-3	-1	9	i	-4	2
COc1ccc(C(=O)C2CCCN(Cc3ccc(C)s3)C2)c(OC)c1 (stereo unspecified)	-0.7	-1	-3	6	-2	4	i	10	8
c1ccc2nc(N3CCNCC3)ccc2c1	0.2&0.6	1&-1	4&-1	2&-13	-2&-8	2&-4	i	-18&-6	-4&-6
COc1ccc(OC)c(NC2=NCCS2)c1	-0.3	2	-1	-3	-4	-11	i	-15	8
c1ccc(C(c2ccccc2)c2cccnc2)cc1	0.7	-1	1	3	-2	4	i	13	-1
Cn1c[n+](C)cc1C(O)c1ccccc1 (stereo unspecified)	-0.1&-0.6	2&-4	-2&-5	-14&13	-2&-8	-2&-7	i	10&5	1&-12
CC[n+]1c(-c2ccccc2)c2cc(N)ccc2c2ccc(N)cc21	44*	65	-27	87	9.2*	-10	i	47*	101
COc1ccc(C2SCC(=O)Nc3c2c(C)nn3C2CCOC(C)(C)C2)cc1 (stereo unspecified)	-1.1	-6	-1	2	-11	-15	i	-7	-3
O=[N+]([O-])c1cccc(CN2CCN(Cc3ccc(Br)cc3)CC2)c1	-0.2	-2	1	-5	2	35	i	-10	-5
Cc1cc(OCC(=O)N2CCC(C(=O)NCC(C)C)CC2)c2c3c(c(=O)oc2c1)CCCC3	-0.7	7	0	16	-1	-8	·	9	-2
CC(C)c1ccc(N=Nc2c(O)[nH]c(=O)[nH]c2=O)cc1	2.9	4	-1	3	1	-6	i	-1	-17
COC(=O)C1=C(c2ccc(F)cc2F)C[C@@H]2CC[C@H]1N2C(=O)NC1Cc2ccccc2C1	1.2	6	-2	4	0	6	i	2	3
CC(C)c1ccc(C2NCc3ccccc3-n3cccc32)cc1 (stereo unspecified)	-0.3	2	0	5	-1	8	i	-3	-2
Cc1c(N=Nc2c(O)n(-c3ccc(Br)cc3)c(=O)[nH]c2=O)c(=O)n(-c2ccccc2)n1C	1.6	3	-5	-10	-9	-2	i	-30	-24
C=CCn1c(O)c(C=Nc2ccc(OC)cc2C)c(=O)[nH]c1=O	0.8	0	-1	14	-10	-9	·	0	-4

Among those listed so far, three have a cyano group:
compound	MsrA inh	MT1-MMP act inh	Rin1-Abl PPI inh	SKN-1 block	MsrA act	FAS TE block	Neddyl block	CendR NRP1 mod	E coli Lon inh
CC(C)Cc1nc(N2CCNCC2)c(C#N)c2c1CCC2	-1.7	-8	0	-6	-5	-3	i	6	12
N#CCN1CCN(c2ccc(C(F)(F)F)cc2)CC1	-0.5	5	3	5	-3	-9	i	2	9
COc1ccc(-c2nn(CCC#N)cc2C(=O)NCc2ccccc2)cc1OC	-0.5	-2	0	12	0	-6	i	-3	-3

A portion of the library; the hit share may differ from the screen's.
